Screening results as filed in PubChem BioAssay.
GPR7 antagonist: blocks human GPR7 receptor signaling; GPR7-expressing cells, fluorescence antagonist assay; inhibition, % at 4.4 µM; AID 1861; 1.1% of 290,000 active; P48145; in the data active = inhibition above about 16%, passing the limit was not always enough;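 note: cells stimulated with the agonist NPW; 0% = agonist with vehicle and 100% = vehicle without agonist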
HCV NS3 hel inh: HCV NS3 helicase inhibition; NS3 helicase DNA unwinding, Cy5 molecular beacon fluorescence; inhibition, % at 10.9 µM; 0.56% of 290,000 active; AID 1800;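 active = inhibition above the mean of all tested compounds plus 3 SD, set per campaign, cut at about 35% in these data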;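 note: 0% = DMSO wells and 100% = thioflavine S control wells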
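Material: hepatitis C virus NS3 helicase domain fragment enzyme; measured by: Cy5 fluorescence, 0 and 60 min reads; control set: DMSO and thioflavine S; incubation: 60 min unwinding reaction at 25 °C after ATP addition; read-out basis: % inhibition from 60/0 min fluorescence ratio, DMSO 0%, thioflavine S 100%; repeats: singlicate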
PHOSPHO1 inh: inhibitors of human PHOSPHO1 phosphatase | inhibition, % at 13.3 µM | Q8TCT1 | 1.1% of 290,000 active | recombinant PHOSPHO1, absorbance phosphatase assay; in the data active = inhibition above about 60%
IMP-1 inhibitor: blocks Pseudomonas aeruginosa IMP-1 metallo-beta-lactamase | inhibition, % at 5.6 µM | purified IMP-1, nitrocefin hydrolysis, epi-absorbance fluorescence | 0.45% of 290,000 active;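 active = inhibition above the mean plus 3 SD of all compounds in the same screening run, cut at about 4.5% in these data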;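 note: 0% = IMP-1 with DMSO and 100% = DMSO wells lacking enzyme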
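System: purified IMP-1 / Input: IMP-1 dispensed at 0.2 nM / Medium: 50 mM HEPES pH 7.1, 50 µM ZnSO4, 0.05% Brij 35 / Timing: 15 min enzyme–compound preincubation, then 25 min nitrocefin reaction, 25 °C / Technique: plate fluorescence quenching by hydrolysis product, ex 480/em 530 nm / Repeats: singlicate testing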
VIM-2 inhibitor: blocks Pseudomonas aeruginosa VIM-2 metallo-beta-lactamase | purified VIM-2, nitrocefin hydrolysis, epi-absorbance fluorescence | inhibition, % at 5.6 µM | 0.89% of 290,000 active | AID 1527;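 active = inhibition above the mean of all tested compounds plus 3 SD, cutoff set per screening run, cut at about 7.5% in these data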;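 note: red hydrolysis product quenches plate fluorescence so inhibitors raise well fluorescence; 0% = enzyme with DMSO and 100% = DMSO without enzyme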
FID counter: displaces DNA intercalator in HCV helicase counter-screen; DNA fluorescent intercalator displacement, fluorescence; inhibition, % at 7.9 µM; 0.17% of 290,000 active; in the data active = inhibition above about 37%;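 note: 0% = vehicle and 100% = reference compound; higher means more ethidium bromide displaced from hairpin DNA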
GalR3 antag: blocks the human galanin receptor 3; HEK293 GalR3-CNG cAMP membrane potential fluorescence; galR3 body fused to GalR1 C-terminus; 0.44% of 360,000 active; inhibition, % at 3 µM; AID 651719; O60755;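 active = inhibition above the screen-wide average plus 3 SD, cut at about 13% in these data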;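 note: forskolin and galanin both at EC90 stimulate the cells; cAMP rise reported by CNG channel membrane potential dye signal; 0% = forskolin plus galanin with DMSO and 100% = forskolin alone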
Target sequence (O60755 1-299 limits assumed): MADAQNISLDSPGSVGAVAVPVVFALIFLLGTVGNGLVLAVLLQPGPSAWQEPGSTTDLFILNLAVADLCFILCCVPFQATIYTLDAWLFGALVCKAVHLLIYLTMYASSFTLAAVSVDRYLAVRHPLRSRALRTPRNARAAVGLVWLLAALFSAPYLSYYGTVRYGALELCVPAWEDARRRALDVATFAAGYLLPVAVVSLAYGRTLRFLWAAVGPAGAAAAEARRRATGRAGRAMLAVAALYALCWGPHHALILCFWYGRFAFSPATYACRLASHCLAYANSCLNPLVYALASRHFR
V1R ag counter: activates human V1a receptor in oxytocin agonist counter-screen | CHO-V1R cells, Fluo-8 calcium fluorescence, agonist mode; 0% DMSO, 100% 3 nM vasopressin | activation, % at 3 µM | 0.25% of 320,000 active | AID 2797;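 active = activation above the mean activation of all tested compounds plus 3 SD, per screening run, cut at about 20% in these data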;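 note: signal is peak over basal fluorescence ratio across a 100 second FLIPR read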
OXTR agonist: activates the human oxytocin receptor; 0.32% of 320,000 active; activation, % at 3 µM; P30559; CHO-OTR cells, Fluo-8 calcium fluorescence; normalized: DMSO 0%, oxytocin 100%;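 active = activation above the mean of all tested compounds plus 3 SD, cutoff set per screening run, cut at about 20% in these data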;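 note: peak over basal fluorescence ratio from a 100 s FLIPR kinetic read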
Target sequence (P30559 whole entry, looked up): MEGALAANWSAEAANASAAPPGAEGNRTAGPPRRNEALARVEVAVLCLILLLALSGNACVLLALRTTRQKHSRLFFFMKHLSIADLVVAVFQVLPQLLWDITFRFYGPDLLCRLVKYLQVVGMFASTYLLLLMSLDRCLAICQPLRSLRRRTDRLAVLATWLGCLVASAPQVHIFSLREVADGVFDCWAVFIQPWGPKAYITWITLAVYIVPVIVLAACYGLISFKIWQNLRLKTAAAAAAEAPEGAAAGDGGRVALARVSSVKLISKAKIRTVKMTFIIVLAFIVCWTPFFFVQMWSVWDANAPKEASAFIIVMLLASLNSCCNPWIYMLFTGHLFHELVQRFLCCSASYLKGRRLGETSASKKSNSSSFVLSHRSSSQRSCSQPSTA
* = called active by the depositor; · = not tested or not shown. Hits appear at their usual frequency. About 4.3% of those tested had a hit in this group.

nr	mol	V1R ag counter	IMP-1 inhibitor	PHOSPHO1 inh	GalR3 antag	GPR7 antagonist	VIM-2 inhibitor	OXTR agonist	FID counter	HCV NS3 hel inh
1	CCOC(=O)Nc1ccc2c(c1)N(C(=O)C(C)N1CCCC1)c1ccccc1CC2 (stereo not given)	1.4	-3.3	11	·	3	-1.1	1.4	5	-3
2	CCOC(=O)Cn1nnnc1C(C(C)C)N(Cc1cccs1)Cc1cc2cc(C)ccc2[nH]c1=O (stereo not given)	0.2	3.7	28	37*	3	-0.8	0.2	3	-1
3	COC(=O)c1ccc(NC(=O)CSc2n[nH]c(-c3ccncc3)n2)cc1	0.7	-4.1	0	6	-1	-1.1	0.4	-2	-3
4	COc1ccccc1CNS(=O)(=O)c1c(C)[nH]c(C)c1C(=O)N1CCCCC1	0.4	0.0	22	-6	3	0.2	0.8	-23	-6
5	CCCNC(=O)Nc1ccccc1SC	-0.6	-2.2	-37	-6	6	-1.7	0.5	-3	0
6	COc1cc(C2C(C(=O)c3ccco3)=C(O)C(=O)N2CC2CCCO2)ccc1O (stereo not given)	-0.8	-2.8	31	-7	-9	-1.1	0.5	1	-3
7	O=C1c2ccccc2-c2cccc(C(=O)N3CCCCC3)c21	-0.5	-3.4	-5	-2	-7	-1.1	-2.8	-16	-3
8	CN(C)c1ccc(/C=N/n2ncc3ccccc32)cc1	0.0	1.4	12	·	-10	1.5	-0.9	0	-5
9	COc1ccc(NC(=S)Nc2ccc(F)cc2)c(OC)c1	0.5	-2.2	·	-3	-11	-1.3	-0.7	-8	6
10	COc1ccc(C(=O)C2CCCN(Cc3c(F)ccc(F)c3F)C2)c(OC)c1 (stereo not given)	-1.0	-2.9	17	-11	-20	-3.7	-0.6	-15	0
11	Cc1ccccc1S(=O)(=O)Cc1ccc(C(=O)NCc2ccccc2)o1	2.8	-0.8	44	-4	-7	-2.1	3.0	-30	1
12	COc1ccc(NC(=O)NCCCCc2ccccc2)c(OC)c1	-0.7	-2.6	29	-3	-12	-1.9	-0.8	-23	2
13	COc1ccc(CCNC(=O)/C=C/C(=O)O)cc1	-0.2	-2.0	16	-3	-7	-3.0	0.3	-1	0
14	CCS(=O)(=O)N1CCN(c2ccc(Cl)cc2[N+](=O)[O-])CC1	2.3	-2.5	-38	-2	-2	-2.8	1.8	0	-6
15	CCCCCn1c(SCc2cccc(C)c2)nc2c1c(=O)[nH]c(=O)n2C	-2.0	·	-5	4	·	·	-0.8	·	·
16	O=c1[nH]c(C2CCN(S(=O)(=O)c3ccc(S(=O)(=O)NC4CC4)cc3)CC2)nc2c1nnn2Cc1cccc(F)c1	0.7	-0.9	26	-7	2	-1.5	0.2	-35	-23
17	Cc1[nH]c(C)c(S(=O)(=O)Nc2ccccc2)c1C(=O)N1CCCC1	-0.2	-2.1	26	6	-16	-0.1	0.8	-4	-7
18	Cc1ccc(OC(=O)c2cc(=O)c3ccccc3o2)cc1	0.3	-3.2	2	2	-11	-4.6	-1.1	-1	0
19	COc1cccc(NC(=O)CSCC(=O)O)c1	0.4	1.2	2	-5	-4	-1.6	1.8	7	9
20	CCc1ccc(S(=O)(=O)Nc2c(C)nc3nc[nH]n3c2=O)cc1	0.1	-2.1	39	-8	-10	-2.2	0.5	-3	-2
21	CCOc1ccc(CN2CCN(C(=O)c3cccc(F)c3)CC2)cc1	0.2	-1.1	-14	-1	2	-0.7	1.2	-11	-10
22	CC(=O)Nc1ccc2[nH]ccc2c1	2.1	-0.9	-13	-4	-1	-3.6	-1.1	-2	-4
23	Fc1ccc(NC(=S)Nc2cc(Cl)ccc2Cl)cc1	1.9	-3.0	44	1	-5	-1.6	0.8	4	6
24	COc1ccc(NC2CCCN(C(=O)CCc3cccc(F)c3)C2)cc1 (stereo not given)	-0.2	-3.9	17	-2	-9	-1.4	-0.8	-22	-1
25	COC(=O)c1ccccc1S(=O)(=O)C(C)(C)C	1.8	-0.8	0	-1	-11	-2.7	1.6	0	-1
26	Cc1ccc(Cc2cnc(NC(=O)C3CCCO3)s2)cc1 (stereo not given)	-0.8	-3.6	24	1	2	-4.6	-1.1	-17	8
27	Cc1cccn2cc(CCNC(=O)c3ccc(Br)o3)nc12	1.1	-5.6	16	·	-7	-3.7	-1.4	-3	4
28	COc1ccc(NC(=O)c2cccnc2NCCc2ccccc2)cc1	-0.5	-1.1	-1	-3	4	-0.6	-2.2	1	-14
29	O=C(Cn1nc(-c2ccc(Cl)cc2)c2ccccc2c1=O)Nc1cccnc1	0.6	-4.3	-14	-5	1	-3.6	-1.2	-31	0
30	COc1ccc(-c2cc3nc(CCl)[nH]c(=O)c3s2)cc1	-0.1	-5.6	22	-7	-6	-2.0	-0.6	-1	1

GalR3 antag: what is marked active above.
item	Structure	IMP-1 inhibitor	PHOSPHO1 inh	GalR3 antag	GPR7 antagonist	VIM-2 inhibitor	HCV NS3 hel inh
2	CCOC(=O)Cn1nnnc1C(C(C)C)N(Cc1cccs1)Cc1cc2cc(C)ccc2[nH]c1=O (stereo not given)	3.7	28	37*	3	-0.8	-1

Only FID counter, for some of the entries so far:
item	mol	FID counter
17	Cc1[nH]c(C)c(S(=O)(=O)Nc2ccccc2)c1C(=O)N1CCCC1	-4
18	Cc1ccc(OC(=O)c2cc(=O)c3ccccc3o2)cc1	-1
19	COc1cccc(NC(=O)CSCC(=O)O)c1	7
20	CCc1ccc(S(=O)(=O)Nc2c(C)nc3nc[nH]n3c2=O)cc1	-3

Looked up above.
Under HCV NS3 hel inh, cpd 26 has 8
Under FID counter, cpd 3 has -2

(cont.)
nr	mol	V1R ag counter	IMP-1 inhibitor	PHOSPHO1 inh	GalR3 antag	GPR7 antagonist	VIM-2 inhibitor	OXTR agonist	FID counter	HCV NS3 hel inh
31	CCNC(=S)NNC(=O)c1ccccc1Cl	0.6	-3.6	-4	-8	-7	-2.8	-1.7	-4	9
32	O=C(O)c1cc2c(cc1NC(=O)c1ccccc1OC(F)F)OCCCO2	-0.2	-0.4	19	-8	-3	-1.1	-0.2	-20	-2
33	C=CCNC(=O)/C(=C\c1ccc(Br)cc1)NC(=O)c1ccccc1OC	-0.5	-2.2	39	-2	-3	-0.9	-1.9	-18	10
34	CCCCCC(=O)Nc1c2c(nc3ccccc13)CCC2	-1.2	-1.6	29	-10	-4	-0.2	-1.6	-15	-3
35	CCN(Cc1ccccc1)C(=O)c1[nH]c2ccc(OC)cc2c1C	·	-2.8	32	-12	0	-3.6	·	-32	-15
36	O=C(CSc1nc(Nc2ccccc2)nc(N2CCOCC2)n1)N1CCc2ccccc21	-0.3	-6.9	7	-2	-18	-1.6	0.2	-3	5
37	CC1(C)CC(=O)C2=C(C1)Nc1ccccc1S2	-0.3	-2.1	-129	-3	-15	-1.5	-1.8	-4	-8
38	Cn1c(=N)c(S(=O)(=O)c2ccc(Cl)cc2)cc2c(=O)n3ccccc3nc21	·	0.8	·	·	1	0.8	·	3	-1
39	COc1ccc(/C=C/C(=O)c2c(C)nc3ccccn23)cc1	-0.3	-1.6	-5	-5	-7	-1.0	1.4	-6	-9
40	CCOc1ccccc1C(=O)NC(C(=O)NCc1ccc(F)cc1)C(C)C (stereo not given)	2.0	-2.6	4	-5	-12	-0.7	-2.9	-20	-8
41	Cc1ccc(C(=O)NCC(=O)Nc2ccc(C)c(S(=O)(=O)Nc3ccc(Cl)cc3)c2)s1	1.2	-0.8	25	7	-3	0.3	-0.4	-8	10
42	CCOc1ccc(NC(=O)c2ccc(S(=O)(=O)N3CCOCC3)cc2)cc1	2.3	-0.7	6	-4	-10	0.3	3.8	-23	1
43	O=C1c2ccccc2C(O)(c2ncc[nH]2)N1CCc1ccccc1 (stereo not given)	-0.6	-2.8	10	-1	-2	-1.4	-0.4	-1	13
44	COc1cc(NC(=O)c2nnn(Cc3ccc(SC)cc3)c2N)cc(OC)c1	6.2	-5.8	4	2	13	-3.7	6.7	-13	-9
45	O=C(Cn1c(=O)n(Cc2ccc(F)cc2)c(=O)c2ccccc21)NCC1CCCO1 (stereo not given)	0.8	-0.2	27	-7	-17	-0.7	0.1	-25	1
46	CC(C(=O)Nc1ccc2nccnc2c1)N1C(=O)C2C3C=CC(C3)C2C1=O (stereo not given)	-0.8	-1.6	2	1	-11	-2.5	-0.1	2	-1
47	O=C(Cc1cccc2ccccc12)NN1C(=O)/C(=C\c2cccnc2)SC1=S	1.2	-2.5	25	-7	-20	-3.0	-0.6	3	2
48	CCOc1ccccc1OC(=O)c1cc2ccccc2oc1=O	-1.3	-4.6	43	-3	7	-1.2	-2.2	-8	-7
49	CC(Oc1ccc(Cl)cc1Cl)/C(N)=N/O (stereo not given)	0.9	-0.1	10	-3	-14	0.9	-1.1	0	-5
50	COc1ccccc1NC(=O)CN1C(=O)NC(CC(C)C)C1=O (stereo not given)	0.6	-2.8	-11	0	-4	0.3	0.0	-3	2
